Compound activity from PubChem BioAssay.
Jurkat NFkB inh: inhibitors of the PMA/ionomycin-induced NF-kB reporter in Jurkat cells; PMA/ionomycin-induced NF-kB luciferase reporter, luminescence; inhibition, % at 4 µM; 330,000 tested, 0.53% active; AID 435003; in the data active means inhibition above about 50%
Gli-Sufu antag: antagonists of Gli-Sufu signaling; inhibition, % at 5 µM; Sufu-KO-LIGHT fibroblasts, Gli luciferase reporter luminescence; AID 588413; 340,000 tested, 0.74% active;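 active means inhibition above about 55%, limit read from the data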;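 further: 0% = DMSO-treated cells and 100% = wells with medium but no cells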
Mdm2-MdmX inh: human Mdm2/MdmX binding inhibition | O15151+Q00987 | SaOS-2 split-luciferase Mdm2/MdmX complementation, luminescence | inhibition, % at 8 µM | 330,000 tested, 3% active;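 active means inhibition of at least 50% at 8 µM in the primary screen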
CXCR6 inh: CXCR6 (human) receptor inhibition. inhibition, % at 20 µM. CHO-K1 PathHunter CXCR6 beta-arrestin, luminescence. O00574. 360,000 tested, 0.36% active. AID 602244; in the data active means inhibition above about 34%, passing the limit was not always enough;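 further: antagonist mode with CXCL16 agonist at 10 nM final; 0% = 10 nM CXCL16 with DMSO and 100% = unstimulated wells without agonist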
Target sequence (O00574 whole entry, looked up): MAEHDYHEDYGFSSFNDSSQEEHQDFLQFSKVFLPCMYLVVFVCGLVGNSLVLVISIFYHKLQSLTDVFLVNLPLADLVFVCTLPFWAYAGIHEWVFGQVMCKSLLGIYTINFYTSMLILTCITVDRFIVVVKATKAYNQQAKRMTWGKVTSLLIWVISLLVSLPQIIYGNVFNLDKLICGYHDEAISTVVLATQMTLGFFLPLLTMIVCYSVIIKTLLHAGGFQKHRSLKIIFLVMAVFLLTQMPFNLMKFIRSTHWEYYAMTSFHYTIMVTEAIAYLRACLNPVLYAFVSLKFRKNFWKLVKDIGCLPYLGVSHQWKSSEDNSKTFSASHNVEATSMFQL
CCR6 antag: antagonists of human CCR6 receptor. P51684. CHO-K1 CCR6 PathHunter beta-arrestin, luminescence, CCL20-stimulated. inhibition, % at 20 µM. 340,000 tested, 0.49% active. AID 493098;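 active means compounds whose inhibition of the agonist-driven luminescence signal at 20 µM reaches about 50%, limit read from the data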;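 further: cells stimulated with CCL20 at 14 nM final; plate controls were DMSO with CCL20 for no effect and DMSO without agonist for full effect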
Target sequence (P51684 whole entry, looked up): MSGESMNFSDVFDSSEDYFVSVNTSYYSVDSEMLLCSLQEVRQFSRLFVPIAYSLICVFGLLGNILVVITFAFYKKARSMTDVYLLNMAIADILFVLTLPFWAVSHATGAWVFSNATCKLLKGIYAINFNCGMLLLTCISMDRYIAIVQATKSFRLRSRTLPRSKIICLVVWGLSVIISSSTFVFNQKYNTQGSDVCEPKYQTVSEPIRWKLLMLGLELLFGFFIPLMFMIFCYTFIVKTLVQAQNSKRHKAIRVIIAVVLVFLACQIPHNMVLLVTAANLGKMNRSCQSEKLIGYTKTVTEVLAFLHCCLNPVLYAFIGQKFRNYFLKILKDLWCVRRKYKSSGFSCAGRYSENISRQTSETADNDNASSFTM
EBI2 antag: blocks human EBI2 receptor beta-arrestin signaling | EBI2 beta-arrestin recruitment, luminescence, 7a,25-OHC stimulated | AID 651636 | inhibition, % at 5 µM | P32249 | 360,000 tested, 0.81% active; in the data active means inhibition above about 38%;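 further: enzyme fragment complementation signal reports receptor beta-arrestin coupling in cells; 0% = agonist plus DMSO wells and 100% = wells without agonist; some results beyond the cut were filed as inactive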
Target sequence (P32249 whole entry, looked up, the tested form may be a part): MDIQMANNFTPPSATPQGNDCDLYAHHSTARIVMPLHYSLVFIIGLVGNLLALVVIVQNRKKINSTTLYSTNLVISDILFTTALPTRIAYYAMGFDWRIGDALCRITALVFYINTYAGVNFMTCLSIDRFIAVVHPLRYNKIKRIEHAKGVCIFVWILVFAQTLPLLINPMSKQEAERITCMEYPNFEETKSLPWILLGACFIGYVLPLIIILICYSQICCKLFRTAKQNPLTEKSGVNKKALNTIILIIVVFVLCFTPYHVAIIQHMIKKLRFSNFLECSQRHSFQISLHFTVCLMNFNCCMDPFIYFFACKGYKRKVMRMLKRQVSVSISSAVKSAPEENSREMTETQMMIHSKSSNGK
697 NFkB inh: inhibitors of the PMA/ionomycin-induced NF-kB reporter in 697 B cells. AID 435022. 330,000 tested, 0.33% active. 697 B-cell NF-kB luciferase reporter, 16 h. inhibition, % at 4 µM; in the data active means inhibition above about 35%
UPR CHOP act: activators of apoptotic arm of unfolded protein response (CHOP); CHO-CHOP luciferase reporter, UPR activation, luminescence; percent of tunicamycin response over DMSO baseline; 330,000 tested, 0.34% active; activation, % at 10 µM;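 active means at 10 µM dose, activation of 40% or more, normalized to positive control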;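 further: 100% = tunicamycin at 10 µg/mL and 0% = DMSO alone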
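Test system: CHO-CHOP cells, stable luciferase reporter of PERK-eIF2a-CHOP signalling | Quantity: 500 CHO-CHOP cells per well | Buffer or medium: F12 plus 10% serum | Compound dosing: 10 µM single point, 0.5% DMSO | Schedule: 6 h compound treatment, 37 °C | Signal: Luciferase luminescence | Control set: Tunicamycin high control, DMSO low control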
XBP1 UPR activ: adaptive UPR (XBP1) activation. CHO-XBP1 luciferase reporter, IRE1-XBP1 UPR activation, luminescence; percent of tunicamycin response, DMSO as zero. activation, % at 20 µM. 330,000 tested, 0.33% active. AID 463104;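 active means versus positive control, 20 µM dose yields 30% or more activation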;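 further: 100% = tunicamycin at 10 µg/mL and 0% = DMSO only wells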
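incubation = overnight seeding at 37 °C, 6 h compound treatment at 37 °C | assay system = CHO-XBP1 cells stably carrying IRE1-XBP1-driven luciferase reporter | input = 1000 cells per well | detection = luciferase luminescence | dosing = single point, 20 µM final compound, 1% DMSO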
* = called active by the depositor; / = not tested or not shown.

Below each compound: Jurkat NFkB inh	Gli-Sufu antag	Mdm2-MdmX inh	CXCR6 inh	CCR6 antag	EBI2 antag	697 NFkB inh	UPR CHOP act	XBP1 UPR activ
> CN(C)S(=O)(=O)c1ccc(C(=O)NCc2ccco2)cc1
→ 6	-5	-26	-8	9	6	3	-0.3	-1
> CN1C(=O)Nc2cccc3cccc1c23
→ -8	40	52*	-7	-10	-8	21	-1.3	4
> CC(=O)c1c(N2CCN(c3ccc(F)cc3)CC2)nc(=S)n(-c2ccccc2)c1C
→ -5	2	4	9	6	-1	-17	-0.2	-3
> COc1ccc(N2CC(O)(c3ccc(OC(F)F)cc3)[N+]3=C2CCCC3)cc1 (stereo unspecified)
→ -15	13	-4	0	7	6	-37	-0.1	7
> CCc1nn(CC(=O)NC(C)CCc2ccccc2)c(=O)c2cc3occc3n12 (stereo unspecified)
→ 13	-1	30	2	17	13	27	1.0	1
> O=C(C[C@@H]1C/C=C\CCC(=O)OC[C@@H]2CCCN2C1=O)NCCO
→ -11	2	-14	-6	7	-2	-14	-1.4	-3
> O=C(COc1ccc(S(=O)(=O)N2CCOCC2)cc1)N1CCN(c2ccccc2)CC1
→ 7	16	9	-7	3	-3	10	3.7	-3
> CCOCCCNC(=O)C(NC(=O)c1ccccn1)c1ccc(C)cc1 (stereo unspecified)
→ -7	1	-23	-3	-1	0	-15	1.2	-2
> CCCCCOc1ccc(C(=O)CCC(=O)NNC(=O)c2ccncc2)cc1
→ -1	-9	-2	-9	-6	2	-13	0.2	1
> Cn1c(CCc2ccccc2)nnc1SCC(=O)N1CCOCC1
→ -20	7	-11	-6	-3	1	6	3.9	6
> CCOC(=O)c1c(C)oc2c1c(CN1CCN(C(=O)OCC)CC1)c(O)c1ccccc12
→ -84	-9	-155	-25	-17	36	-15	2.9	2
> CCOc1cc(/C=N/NC(=O)C(=O)NCCCOC(C)C)cc(Br)c1O
→ 5	-1	-36	-2	1	1	-11	1.9	-1
> Cc1nc(SCC(=O)c2ccccc2)[nH]c(=O)c1Oc1ccc(Cl)cc1
→ 0	-4	17	8	-11	-10	4	-0.8	2
> COc1ccc2c(c1)[nH]c1c(=O)n(Cc3ccncc3)cnc12
→ 3	-20	18	-2	11	-9	-5	3.8	1
> COc1ccc(N2CC(O)(c3ccc(C)cc3)[N+]3=C2CCCC3)cc1 (stereo unspecified)
→ 2	0	4	-6	7	-9	1	-0.3	0
> CCN(c1ccccc1)S(=O)(=O)c1ccc(C(=O)NCC(c2ccccc2OC)N2CCCC2)cc1 (stereo unspecified)
→ /	1	/	2	15	-6	/	/	/
> COC(=O)c1sccc1NC(=S)N(C)C1CCCCC1
→ 8	-1	15	1	10	2	8	1.3	-1
> C/C(=N\NC(=O)COc1cccc(Cl)c1)c1ccc2c(c1)OCCO2
→ 6	-2	18	-5	-43	-2	4	1.1	0
> O=C(CCNC(=O)c1ccccc1Cl)Nc1nccs1
→ -10	-6	-4	1	-3	3	-1	-2.2	-2
> CC(C)N(CCc1ccncc1)C(=S)Nc1cccc(Cl)c1
→ -2	1	13	4	5	3	6	-1.3	-2
> Cc1nnc(SCC(=O)NC(=O)NCc2ccco2)s1
→ -5	-3	-13	8	4	-4	11	-1.0	0
> C=CCNC(=O)CSCc1ccc(Br)cc1
→ -10	-3	10	6	2	-6	-6	-0.6	0
> Clc1ccc(Cl)c(-c2nc(-c3ccncc3)no2)c1
→ -48	-31	-43	-6	-4	1	-87	4.4	7
> CCN1CCN(c2nc3c(C)cccn3c(=O)c2/C=C(\C#N)C(=O)NCCCOC)CC1
→ -16	7	-17	2	0	1	-1	1.2	-5
> Nc1nc(SCC(=O)Nc2ccccc2C(F)(F)F)[nH]c(=O)c1-c1ccccc1
→ -2	1	12	0	13	-2	17	-1.3	-1
> CC1CCN(C(=O)C2CCN(C(=O)c3ccc(C(C)(C)C)cc3)CC2)CC1
→ 16	-5	16	-3	6	3	-9	2.5	2
> O=C(CN1C(=O)C(=O)N(C2CCCC2)C1=O)Nc1ccc(OC(F)F)cc1
→ -7	-7	11	9	-8	1	14	-2.7	1
> O=S(=O)(Nc1ccncc1)c1ccc(Cl)c(Cl)c1
→ -25	1	5	-8	-6	-3	-12	1.0	-1
> CC1CCCN(C(=O)CCCC(=O)N2CCCC(C)C2)C1 (stereo unspecified)
→ 16	-7	10	10	-3	-4	16	1.8	-2
> CSCCC(NC(=O)c1ccc([N+](=O)[O-])cc1Cl)C(=O)OCC(=O)N1CCN(C(C)=O)CC1 (stereo unspecified)
→ -14	-6	6	-10	-1	-1	-3	1.1	-5

Single values from the results shown:
CXCR6 inh with Nc1nc(SCC(=O)Nc2ccccc2C(F)(F)F)[nH]c(=O)c1-c1ccccc1 stands at 0
EBI2 antag with CC1CCN(C(=O)C2CCN(C(=O)c3ccc(C(C)(C)C)cc3)CC2)CC1 stands at 3
Jurkat NFkB inh with O=S(=O)(Nc1ccncc1)c1ccc(Cl)c(Cl)c1 stands at -25
CXCR6 inh with CC1CCCN(C(=O)CCCC(=O)N2CCCC(C)C2)C1 (stereo unspecified) stands at 10
Jurkat NFkB inh with CCN1CCN(c2nc3c(C)cccn3c(=O)c2/C=C(\C#N)C(=O)NCCCOC)CC1 stands at -16
EBI2 antag with O=C(CN1C(=O)C(=O)N(C2CCCC2)C1=O)Nc1ccc(OC(F)F)cc1 stands at 1

Whole records, looked up by structure.
Profile of CC1CCCN(C(=O)CCCC(=O)N2CCCC(C)C2)C1 (stereo unspecified) → Jurkat NFkB inh: 16; Gli-Sufu antag: -7; Mdm2-MdmX inh: 10; CXCR6 inh: 10; CCR6 antag: -3; EBI2 antag: -4; 697 NFkB inh: 16; UPR CHOP act: 1.8; XBP1 UPR activ: -2
Profile of CSCCC(NC(=O)c1ccc([N+](=O)[O-])cc1Cl)C(=O)OCC(=O)N1CCN(C(C)=O)CC1 (stereo unspecified) → Jurkat NFkB inh: -14; Gli-Sufu antag: -6; Mdm2-MdmX inh: 6; CXCR6 inh: -10; CCR6 antag: -1; EBI2 antag: -1; 697 NFkB inh: -3; UPR CHOP act: 1.1; XBP1 UPR activ: -5

Other results follow.
Molecule | Jurkat NFkB inh | Gli-Sufu antag | Mdm2-MdmX inh | CXCR6 inh | CCR6 antag | EBI2 antag | 697 NFkB inh | UPR CHOP act | XBP1 UPR activ
CC1(c2ccc(O)cc2)NC(=O)N(c2ccccc2)N1 (stereo unspecified) | 4 | -14 | 15 | -10 | 6 | 1 | 6 | -0.7 | 1
O=C(CSc1nnc2ccccn12)Nc1ncc(Cl)cc1Cl | -27 | -26 | 5 | -9 | 3 | -15 | -18 | 3.0 | 1
Cc1ccc(OCC(=O)Nc2ccc3c(c2)nc(CCN2CCC(C)CC2)n3C)cc1 | -9 | 14 | 32 | -7 | 16 | 1 | 1 | 0.7 | -2
CC(C)CNC(=O)c1cc(-c2ccc(Br)cc2)on1 | -118 | -73 | -78 | 0 | -2 | -2 | -101 | 5.3 | 5
COc1ccc(CCN(C)CC(O)COC(c2ccc(F)cc2)c2ccc(F)cc2)cc1OC (stereo unspecified) | / | 4 | / | -4 | 4 | 3 | / | / | /
COc1ccccc1OCCC(=O)Nc1cccc(S(=O)(=O)N2CCCCC2)c1 | -5 | 0 | 24 | 20 | 11 | -14 | 3 | 2.1 | -1
COc1cccc(/C=N/NC(=O)c2ccc(COc3ccc(Cl)cc3Cl)o2)c1 | -9 | 5 | 17 | 3 | -3 | 10 | 26 | -0.6 | -4
CCC/C=C1/CCCOC(C(=O)NCc2cc(C)n(C)n2)(C(F)(F)F)C1 (stereo unspecified) | 22 | -3 | 10 | 4 | -10 | -4 | 13 | 0.4 | 1
O=C(CN1C(=O)C2C3C=CC(C3)C2C1=O)OCC(=O)c1ccccc1 (stereo unspecified) | 6 | / | -11 | -9 | 15 | 3 | 6 | 1.5 | -1
COc1ccc(/C=C/c2nnc(NC(=O)COc3cccc(C)c3)s2)cc1 | -4 | -37 | 35 | 1 | 9 | 4 | -86 | 3.5 | -2
CC(=O)Nc1cccc(NC(=O)C2CC3CCC2C3)c1 (stereo unspecified) | -10 | 7 | -11 | -2 | -13 | -4 | 3 | -2.3 | 0
CN1CCN(NC(=O)COc2cccc(C(F)(F)F)c2)CC1 | 1 | 6 | -43 | 3 | 5 | -13 | -9 | 4.8 | 1
CCCc1cc2c(=O)c(-c3ccc4c(c3)OCCO4)coc2cc1OS(C)(=O)=O | -109 | -60 | -70 | 8 | 17 | 26 | -98 | 7.6 | 1
CN(CC(=O)Nc1ccccc1Br)C(=O)CNC(=O)c1ccc(Oc2ccccc2)cc1 | -7 | -24 | 17 | 1 | -12 | -6 | -17 | -0.1 | -3
CCN(CC)c1ccc(C=Nc2ccc(N(C)C)cc2)c(O)c1 | -78 | 3 | 15 | 4 | 5 | 13 | -67 | 4.2 | 1
C=CCn1c(SCCC)nc2sc3c(c2c1=O)CCc1ccccc1-3 | -10 | 10 | -1 | -1 | 18 | 6 | -9 | -1.2 | 0
CCOc1ccc(N/C=C/C(=O)c2ccc(OC)c(OC)c2)cc1 | -94 | -55 | -48 | 2 | 11 | 15 | -66 | 2.7 | 8
CC1CCCCC1NC(=O)COC(=O)c1cccn1C (stereo unspecified) | -19 | -4 | 12 | 2 | 11 | 0 | 12 | -0.6 | 1
OCCN1CCN(CC(O)COCc2ccc3c(c2)OCO3)CC1 (stereo unspecified) | 12 | 1 | 9 | 1 | -11 | 1 | 14 | 2.1 | -1
CC1=C(C)C(=O)N(c2ccccn2)C1=O | 4 | -1 | 16 | 1 | 7 | 4 | 13 | -2.0 | 1
COc1ccc2oc(C(=O)OCC(=O)/C(C#N)=C(\C)N)c(C)c2c1 | -10 | -23 | 5 | 2 | 0 | 1 | -3 | 1.1 | 6
C/C(=N\NC(=O)CSCc1ccc(Cl)cc1)c1ccc2c(c1)OCCO2 | 1 | 16 | -1 | -11 | 9 | -14 | -28 | -1.3 | 1
Cc1ccccc1NC(=O)C1Cc2ccccc2C(=O)O1 (stereo unspecified) | -5 | -4 | 4 | -12 | 0 | -7 | -2 | 1.9 | 4
CCN(CC(=O)Nc1ccc(OC)cc1)C(=O)C1CCN(C(=O)c2ccc(Cl)cc2)CC1 | -1 | 1 | -5 | -1 | 8 | 23 | 17 | -1.2 | 0
CCn1c(=S)sc2c(=O)n(-c3ccccc3)c(SC)nc21 | 8 | 8 | 21 | 9 | 11 | 26 | 25 | 3.0 | 1
COCc1cc(=O)[nH]c(Nc2nc(C)c3ccccc3n2)n1 | -16 | -5 | 25 | 5 | -6 | -14 | 25 | -0.9 | 2
CCOC(=O)CSc1nc(CC)nc2ccccc12 | 4 | -3 | -21 | 6 | -5 | -7 | 3 | 1.3 | -1
CC(C)NCC(O)COc1ccc(CCOCC2CC2)cc1 (stereo unspecified) | -8 | -4 | -9 | -5 | -5 | -2 | -3 | -0.8 | -6
O=C(Cc1cccs1)N(CC1CCCO1)C1(C(=O)NC2CCCC2)CCCCC1 (stereo unspecified) | -2 | 12 | -2 | 4 | 5 | 12 | 13 | 1.4 | -2

The order is random; any-hit rate near 5%.
